Screening data from PubChem.
Lipid storage S3: qHTS Assay for Lipid Storage Modulators in Drosophila S3 Cells. Drosophila S3 cells, BODIPY lipid droplet fluorescence, 18-24 h; cells fed with added oleic acid. lipid storage change, negative = inhibition, % at the top dose, mostly 46.1 µM; hits show Potency in µM. 0.64% of 320,000 active; active means well fitted inhibition curve with a large enough effect in the signal ratio, with a control signal flat, not every such curve was filed as active; inconclusive means small, poorly fitted or top-dose-only effect, or effect the other way, or a change in a side signal; the % refers to the signal ratio
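Drosophila S3 cells got compounds at several concentrations plus oleic acid (400 uM solution). Laser-scanning cytometry with 488 nm excitation read lipid droplets at 500-530 nm and cells at 575-640 nm. Percent activity was relative to 20 uM Triacsin C.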
Lipid storage S3 cell count max: recorded beside Lipid storage S3, whose call it bears; cell number change, %; measured here: cell count max response;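 cells counted by Cell Tracker Red CMTPX staining in the red channel; peak over a dose series mostly up to 46.1 µM; percent activity relative to internal control wells on each plate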
Numbers without * were called inactive; i = inactive; ? = inconclusive; nt = no result given; [ ] = another dose, or the depositor's remark. On the % scale 0 is the no-effect control and ±100 the full control effect; potency means the concentration at half of the fitted maximal effect. The list is partial. The share of hits here may be higher or lower than overall.

Fields: Lipid storage S3, Lipid storage S3 cell count max
Cc1ccccc1NC(=O)c1cccc(Cn2cc(Br)c([N+](=O)[O-])n2)c1
    -4%, 0
COc1ccc(NC(=O)c2cncc(Br)c2)cc1S(N)(=O)=O
    ?, nt
CCSc1ccc(NC(=O)c2cccnc2)cc1
    -18%, 4
CNC(=O)N(O)C1N(/N=C/c2cc(Br)ccc2O)C(=S)SC1(C)C (stereo unspecified)
    0%, 14
CCOC(=O)C1CCN(C(=O)Cn2nc(C)n3c(cc4cc(C)ccc43)c2=O)CC1
    ?, nt
O=C(COc1ccc(-n2cnnn2)cc1)Nc1ccccc1Cl
    ?, nt
CCOc1ccc(N2C(=O)CC(NCC3CCCO3)C2=O)cc1 (stereo unspecified)
    -4%, 2
Cc1cc(C(=O)OCC(=O)NCc2cccs2)c2ccccc2n1
    ?, nt
Cc1ccsc1C(=O)NNC(=O)c1ccc(NS(=O)(=O)c2cccs2)cc1
    ?, nt
COc1ccc(OCC(=O)NNC(=O)c2nn(C)c(=O)c3ccccc23)cc1
    ?, nt

Fields: Lipid storage S3, Lipid storage S3 cell count max
CN(c1ccccc1)S(=O)(=O)c1nnc(NC(=O)COc2ccccc2F)s1
    i, 1
Cn1c(N)c(C(=O)COC(=O)CCC(=O)c2cccs2)c(=O)n(C)c1=O
    ?, nt
Cc1ccc(S(=O)(=O)NCC2CCCO2)cc1[N+](=O)[O-] (stereo unspecified)
    19%, 2
Cc1cc(C)n(-c2ccc(Cl)c(Cl)c2)n1
    -12%, -10
Cc1cnc(C(=O)NCc2ccc(Cl)cc2Cl)cn1
    i, nt
Cc1ccc(S(=O)(=O)N(CC(=O)NCc2ccco2)c2ccccc2C)cc1
    ?, nt
CC(=O)Nc1ccc(C2=NNC(=NCC3CCCO3)SC2)cc1 (stereo unspecified)
    9%, -1
CN(CCC#N)C(=O)COC(=O)c1ccc2[nH]c3c(c2c1)CCCC3
    ?, nt
CCOc1ccc(CC(C(N)=O)C(N)=O)cc1
    ?, nt
Clc1ccc2c(N3CCOCC3)ccnc2c1
    2%, -6

Fields: Lipid storage S3, Lipid storage S3 cell count max
N#C/C(=C\c1cccc([N+](=O)[O-])c1)C(=O)NCc1cccnc1
    i, -7
CC(=O)N(CCC1(C(C)C)CCOC(C)(C)C1)C(C)c1cccs1 (stereo unspecified)
    14%, 3
COc1ccc(NC(=O)c2sc3nc(C)nc(N4CCN(c5ccccn5)CC4)c3c2C)c(OC)c1
    ?, nt
Cc1ccc(C(c2nnnn2C(C)(C)C)N2CCc3ccccc3C2)cc1 (stereo unspecified)
    ?, nt
NC(=O)CC(NC(=O)c1ccccc1)c1ccc(NCCc2cccc(F)c2)c([N+](=O)[O-])c1 (stereo unspecified)
    -14%, 6
CC(=O)N1CCCC(C(=O)c2ccc3c4c(cccc24)CC3)C1 (stereo unspecified)
    1%, -1
CCc1cc2c(SCC(=O)c3cccs3)ncnc2s1
    ?, nt
CCOC(=O)C1=C(C)NC(=O)C1(NC(=O)c1cccnc1)C(F)(F)F (stereo unspecified)
    i, nt
COc1ccc(-c2cc(C(F)(F)F)nc(SCC(=O)N3CC(C)OC(C)C3)n2)cc1OC (stereo unspecified)
    8%, 10
COc1ccc2c(c1)[nH]c1c(Cl)ncnc12
    ?, nt

Fields: Lipid storage S3, Lipid storage S3 cell count max
Cc1ccc(Nc2nc(-c3sc(NC(=O)c4ccc([N+](=O)[O-])cc4)nc3C)cs2)cc1
    ?, nt
FC(F)(F)COc1nc(N/N=C/c2cccnc2)nc(N2CCCCC2c2ccccn2)n1 (stereo unspecified)
    ?, nt
Cn1cccc1/C=N/N1CCN(c2ccccn2)CC1
    ?, nt
COc1ccc(C)cc1S(=O)(=O)N(C)CC(=O)N1CCN(C)CC1
    ?, nt
S=C(c1ccc(Br)cc1)N1CCN(Cc2ccccc2)CC1
    -2%, 2
CCCC(=O)Nn1cnc2c(c1=O)C1(CCCCC1)Cc1ccccc1-2
    ?, nt
CCN(C(=O)c1cc2c(=O)[nH]c3ccc(C)cc3c2s1)c1ccc(F)cc1
    ?, nt
O=C(NC(=O)c1ccccc1O)c1ccc(C(F)(F)F)cc1
    ?, nt
O=C(O)CNC(=S)N(Cc1ccccc1Cl)C1CCCCC1
    1%, -4
OC(COc1ccccc1)CN1CCC(Cc2ccccc2)CC1 (stereo unspecified)
    ?, nt

Fields: Lipid storage S3, Lipid storage S3 cell count max
COc1ccc(CC(=O)NCc2ccc(Cl)cc2)cc1S(=O)(=O)N1CCOCC1
    ?, nt
Cc1ccc(S(=O)(=O)N2CCN(C(=O)N3CCOCC3)C2C(C)C)cc1 (stereo unspecified)
    ?, nt
Cc1ccc(NS(=O)(=O)c2ccc3c(c2)NC(=O)C(C)C(=O)N3)c(Cl)c1 (stereo unspecified)
    ?, nt
O=C1Cc2cc(S(=O)(=O)Nc3cccc(F)c3)ccc2N1
    ?, nt
COc1cccc2sc(N3CCN(C(=O)C4COc5ccccc5O4)CC3)nc12 (stereo unspecified)
    i, -10
O=C(Nc1ccc(NC(=O)C2CCCN2C(=O)OCc2ccccc2)cc1)c1ccco1 (stereo unspecified)
    i, nt
O=C(CSc1ccccc1)Nc1ccccc1N1CCOCC1
    15%, 16
CC(C)C(=O)N1CCN(c2nc3ccc(Cl)cc3s2)CC1
    i, 20
O=C(CN(c1ccc(F)cc1)S(=O)(=O)c1ccc2c(c1)OCCO2)Nc1cccnc1
    i, 9
CC(C)(CO)NC(=O)CC1C(=O)NCCN1CC(c1ccccc1)c1ccccc1 (stereo unspecified)
    21%, 10

canonical_smiles	Lipid storage S3	Lipid storage S3 cell count max
O=C1C2=C(C(=O)c3ccccc31)C1O[C@](c3ccsc3)(Cc3ccccc31)O2	-17%[9.22 µM]	11
CN1C(=O)/C(=C/c2ccc(C(=O)NC3CCCC3)cc2)Oc2ccccc21	?	nt
Cn1c(=O)[nH]c(=O)c2c1nc(NCCCO)n2CCCc1ccccc1	9%	-15
COc1cccc(C(=O)COC(=O)c2ccc(NC(C)=O)cc2)c1	?	nt
O=C(NNC(=O)C1[C@H]2CCCC[C@@H]12)NC1CCCCC1 (stereo partly specified)	?	nt
O=C(Nc1ccc2c(c1)OCCO2)C1c2ccccc2C(=O)N2CCc3ccccc3C12 (stereo unspecified)	?	nt
Clc1cccc(CN2CCSCC2)c1	-21%	-7
Nc1ccc2nc3c(=O)n(C4CCCCC4)c(=O)[nH]c3nc2c1	?	nt
CC(=O)NCCOc1cccc(OCCNC(C)=O)c1	1%	-1
O=C(CSc1ccc(Cl)cc1)NCc1ccncc1	2%	8
CCCN1Cc2cccc(C(=O)NCc3ccc(C)cc3)c2C1=O	10%	9
CC(C)(C)c1cc(=O)n2c(nc3ccccc32)[nH]1	14%	7

Part of the list above, with the structure last.
| Lipid storage S3 | Lipid storage S3 cell count max | compound |
| --- | --- | --- |
| ? | nt | O=C(Nc1ccc2c(c1)OCCO2)C1c2ccccc2C(=O)N2CCc3ccccc3C12 (stereo unspecified) |
| 10% | 9 | CCCN1Cc2cccc(C(=O)NCc3ccc(C)cc3)c2C1=O |
| -21% | -7 | Clc1cccc(CN2CCSCC2)c1 |
| 1% | -1 | CC(=O)NCCOc1cccc(OCCNC(C)=O)c1 |
| -17%[9.22 µM] | 11 | O=C1C2=C(C(=O)c3ccccc31)C1O[C@](c3ccsc3)(Cc3ccccc31)O2 |

The results go on.
canonical_smiles	Lipid storage S3	Lipid storage S3 cell count max
CCCS(=O)(=O)N1CCC(CCOc2ccccc2)(C(=O)OCC)CC1	?	nt
Cc1ccc(S(=O)(=O)c2ccccc2)cc1S(=O)(=O)N1CCOCC1	6%	14
O=C(Oc1cccccc1=O)c1ccccc1	-9%	1
O=C(O)CC/C(=N\NC(=O)CNC(=O)c1ccc(F)cc1)c1ccccc1	?	nt
O=C(Cc1ccccc1)Nc1nc(-c2cccc([N+](=O)[O-])c2)cs1	6%	-10
CCOC(=O)CCCCC(=O)c1[nH]c(=O)[nH]c1Cn1cnc2ccccc21	?	nt
CCOc1ccc(Nc2nc(N)nc(CSC(=S)N3CCN(c4ccccc4)CC3)n2)cc1	?	nt
Cc1nn(CCCC(=O)N2CCc3ccccc3C2)c(=O)c2cc3sccc3n12	?	nt
COc1ccc(-c2nc(CS(=O)CC(=O)NCCN3CCCCCC3)c(C)o2)cc1OC (stereo unspecified)	?	nt
CCOc1ccc2oc(C(=O)Nc3ccc(N4CCOCC4)cc3)c(C)c2c1	?	nt
CNC(=O)N(O)C1N(/N=C/c2ccc(SC)cc2)C(=S)SC1(C)C (stereo unspecified)	1%	10
COc1cccc(CN(C)Cc2cc(=O)oc3c(C)c(C)ccc23)c1	0%	-15

canonical_smiles	Lipid storage S3	Lipid storage S3 cell count max
CCN1CCN(CCCNC(=O)C2CCCN(c3nc4c(C)cc(C)cc4s3)C2)CC1 (stereo unspecified)	-4%	-13
O=C1C2CCCN2C(c2ccc(F)c(F)c2)N1c1cccc(Cl)c1 (stereo unspecified)	?	nt
CCN=C1S/C(=C\c2ccc(OC)c(OCC)c2)C(=O)N1CC	?	nt
CNC(=O)CC1C(=O)N(c2ccc(Cl)cc2)C(=S)N1NC(=O)c1cccc(F)c1 (stereo unspecified)	9%	14
Cc1cccc(NC2=C(NC(=O)c3ccccc3)C(=O)c3ccccc3C2=O)c1	?	nt
O=C1[C@@H]2Cc3c([nH]c4ccccc34)C(c3ccc([N+](=O)[O-])cc3)N2C(=O)CN1C1CC1 (stereo partly specified)	12%	6
Cc1ccc(CNC(=O)c2cc(=O)c3ccccc3o2)cc1	?	nt
O=C(Nc1nccs1)C1CCCN(S(=O)(=O)c2cccc3cccnc23)C1 (stereo unspecified)	?	nt
COCCNC(=O)NC(=O)CN1CCCc2ccccc21	-3%	7
COc1ccc(-n2nc(C(=O)NCC(=O)NCc3ccc(F)cc3)c3ccccc3c2=O)cc1	?	nt
CCOC(=O)c1cccc(NC(=O)/C=C/c2ccc3c(c2)OCO3)c1	?	nt
O=C(c1ccc(F)cc1F)N1CCN(c2n[nH]c(=O)[nH]c2=O)CC1	2%	2

Fetched one by one from the entries so far (two):
canonical_smiles	Lipid storage S3	Lipid storage S3 cell count max
Cc1ccc(CNC(=O)c2cc(=O)c3ccccc3o2)cc1	?	nt
COCCNC(=O)NC(=O)CN1CCCc2ccccc21	-3%	7

New compounds follow.
canonical_smiles	Lipid storage S3	Lipid storage S3 cell count max
CCOC(=O)c1sc2cccc(F)c2c1N	i	nt
OCCN1CCN(CC#CCn2c3ccccc3c3ccccc32)CC1	?	nt
COc1cc(-c2nnc(-c3ccc(N4CCOCC4)cc3)o2)cc(OC)c1OC	?	nt
COc1ccc(CCNC(=O)C2Cc3ccccc3C(=O)O2)cc1 (stereo unspecified)	?	nt
C/C(=N\O)c1ccc(Cl)c(Cl)c1	?	nt
Cc1c(C(=O)NCc2ccc(S(N)(=O)=O)cc2)oc2ccc(Cl)cc12	?	nt
O=C(CCSc1ccccc1)Nc1nc2c(s1)CCCC2	i	6
CCc1nnc(NC(=O)CSc2nc(-c3ccc(OC)cc3)ns2)s1	-1%	nt
O=C(c1ccc(COc2ccccc2Cl)o1)N1CCN(c2ccccc2)CC1	23%[9.22 µM]	7
COc1ccc2c(c1O)Cc1ccccc1C2=O	?	nt
Cn1c(SC2=CS(=O)(=O)c3ccccc32)nc2ccccc21	?	nt
CCN(CC)S(=O)(=O)c1ccc(N2CCN(c3cccc(OC)c3)CC2)c([N+](=O)[O-])c1	18%	-5

canonical_smiles	Lipid storage S3	Lipid storage S3 cell count max
Cc1oc2c(c1C(=O)NCCCC(=O)O)CCCC2	?	nt
NC(=S)Nc1ncc(CCN2CCOCC2)c(-c2ccc(F)cc2)n1	-19%	nt
Cc1cccc(C(=O)N2CCCC(N3CCN(Cc4ccc5c(c4)OCO5)CC3)C2)n1 (stereo unspecified)	6%	7
Cc1nc(=S)c2ccccc2[nH]1	i	86
CN(CCCn1c(=S)[nH]c2ncccc2c1=O)Cc1ccccc1	1%	-8
Cc1ccc(N=Cc2c(C)[nH]n(-c3ccccc3)c2=O)nc1	?	nt
N=C(N)N1CCc2ccccc2C1	-11%	-7
COCCNc1nnc(SCC(=O)c2c[nH]c3ccccc23)s1	?	nt
CCc1cccc(N(C(=O)c2csnn2)C(C(=O)NC2CCCCC2)c2cccnc2)c1 (stereo unspecified)	i	nt
CC(=O)Nc1ccc(OC(=O)c2c(-c3ccccc3Cl)noc2C)cc1	?	nt
Cc1ccc(C)c(NC(=O)CN(C)C(=O)c2cc3c(s2)CCCCC3)c1	?	nt
CCN(CC)c1ccc(C=C2C(=O)OC(c3ccccc3)OC2=O)cc1 (stereo unspecified)	7%	19
O=C(NNc1cccc(Cl)c1)c1cccnc1Oc1ccccc1	0%	9

Whole records from above. Values in the order: Lipid storage S3	Lipid storage S3 cell count max
Cc1ccc(N=Cc2c(C)[nH]n(-c3ccccc3)c2=O)nc1 across the screens: ?	nt
CCN=C1S/C(=C\c2ccc(OC)c(OCC)c2)C(=O)N1CC across the screens: ?	nt
Cn1c(N)c(C(=O)COC(=O)CCC(=O)c2cccs2)c(=O)n(C)c1=O across the screens: ?	nt
O=C(CN(c1ccc(F)cc1)S(=O)(=O)c1ccc2c(c1)OCCO2)Nc1cccnc1 across the screens: i	9
O=C(Nc1ccc(NC(=O)C2CCCN2C(=O)OCc2ccccc2)cc1)c1ccco1 (stereo unspecified) across the screens: i	nt
